# Screens (PubChem)
# TCR CD3 inh – blocks the human TCR-CD3 interaction; actives 0.37% (n = 360,000); inhibition, % at 9.4 µM; TAMRA-labeled TCR probe fluorescence, biochemical; in the data active = inhibition above about 19%;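 note: recombinant mutant TCR 2C K166C tagged with TAMRA read by polarization; 0% = receptor in buffer alone and 100% = receptor with positive control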
# rCAG binder – binds r(CAG) RNA repeats; r(CAG) RNA repeat, TO-PRO-1 dye displacement fluorescence; inhibition, % at 3 µM; actives 1.3% (n = 370,000);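 active = inhibition above the plate cutoff, the mean of all test compounds on that plate plus 3 SD, cut at about 35% in these data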;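 note: 0% = DMSO alone and 100% = 100 µM mitoxantrone as full dye displacement; higher means more dye released from RNA so lower well fluorescence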
# LEDGF integ inh – blocks HIV-1 LEDGF/p75-dependent DNA integration | TR-FRET IN-LEDGF/p75 DNA integration, Eu/Cy5 | AID 743269 | actives 0.64% (n = 370,000) | inhibition, % at 3.7 µM;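 active = inhibition above the screen-wide mean plus 3 SD, cut at about 13% in these data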;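 note: signal is the Cy5 over europium emission ratio at 671 and 618 nm; 0% = plate median of compound wells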
# PG9 binder – binds the HIV-1 gp120 antibody PG9; actives 0.43% (n = 360,000); TR-FRET gp120-PG9 antibody binding; inhibition, % at 6.7 µM; AID 624416; in the data active = inhibition above about 8.5%
# SIAE primary – human SIAE inhibition, primary screen | Q9HAT2 | SIAE FP-Rh probe binding, fluorescence polarization | inhibition, % at 9.66 µM | actives 0.69% (n = 370,000) | AID 1053197;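 active = inhibition above a cutoff: mean of compounds within the control limits plus 3 SD of those, cut at about 17% in these data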;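 note: 0% = plate median of compound wells and 100% = probe without SIAE protein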
# TDP2 absorb – blocks human TDP2 phosphodiesterase activity; O95551; recombinant TDP2, T5PNP hydrolysis, p-nitrophenol absorbance 415 nm; inhibition, % at 12.8 µM; actives 0.34% (n = 370,000); AID 720702;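 active = inhibition above the mean of all tested compounds plus 3 SD, set per campaign, cut at about 25% in these data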;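 note: 0% = DMSO with enzyme and 100% = buffer with substrate but no TDP2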
# Target sequence (O95551 whole entry, looked up): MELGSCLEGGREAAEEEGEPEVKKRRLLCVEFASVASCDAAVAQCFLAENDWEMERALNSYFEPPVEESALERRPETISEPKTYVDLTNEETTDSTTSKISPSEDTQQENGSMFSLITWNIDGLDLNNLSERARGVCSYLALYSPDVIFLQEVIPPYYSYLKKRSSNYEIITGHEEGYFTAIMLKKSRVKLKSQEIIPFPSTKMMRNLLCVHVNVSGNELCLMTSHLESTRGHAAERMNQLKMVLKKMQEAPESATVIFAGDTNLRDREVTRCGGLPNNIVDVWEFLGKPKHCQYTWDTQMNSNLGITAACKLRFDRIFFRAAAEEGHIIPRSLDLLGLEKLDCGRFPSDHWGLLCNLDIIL
#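 Read-out basis: percent inhibition. System: recombinant human TDP2. Buffer or medium: Mg2+-containing Tris-HCl buffer, pH 7.5. Repeats: single replicate. Timing: reaction 2 h, 37 °C. Benchmarks: high control without enzyme, low control DMSO plus TDP2. Probe or stimulus: 5 mM T5PNP. Doses: 12.8 µM only. Measured by: epi absorbance of p-nitrophenol freed from T5PNP by hydrolysis.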
# mABHD4 FP – ABHD4 (mouse) inhibition, primary FP screen. actives 0.54% (n = 370,000). inhibition, % at 8.92 µM. purified mABHD4, FP-Rh probe fluorescence polarization. Q8VD66;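 active = inhibition exceeding the mean over every tested compound plus 3 SD, cut at about 30% in these data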;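 note: 0% = plate median of compound wells and 100% = S159A mutant with DMSO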
#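 Material: mouse ABHD4 enzyme, wild type; Benchmarks: S159A mutant high control, sample median low control; Buffer or medium: HEPES pH 7.0, NaCl, Pluronic buffer; Signal: fluorescence polarization; Read-out: percent inhibition of probe binding, normalized to plate controls; Timing: pre-incubation 45 min, probe exposure 60 min, at 25 °C; Dosing: 8.92 µM, single dose.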
# HTRA1 inhibitor – blocks human HTRA1 serine peptidase; recombinant HTRA1, FP-rhodamine activity-based probe, fluorescence polarization; inhibition, % at 5.96 µM; actives 0.5% (n = 340,000); AID 504803; in the data active = inhibition above about 36%;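 note: 0% = enzyme with DMSO and 100% = wells lacking enzyme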
# PRMT1 FP inh – blocks human protein arginine methyltransferase 1; Q99873; recombinant PRMT1, activity-based probe fluorescence polarization; inhibition, % at 2.79 µM; actives 1.3% (n = 370,000); AID 652257;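 active = inhibition above about 21% made by adding two undisclosed values, limit read from the data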
# NR1D1 modulator – Rev-erb alpha (human) modulation; P20393; Rev-erbα–FITC-DNA binding, fluorescence polarization, 90 min; activity, % at 10 µM; actives 0.79% (n = 370,000); AID 1259318;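 active = activity above about 14%, limit read from the data; passing the limit was not always enough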;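 note: 0% = DMSO wells with 35 nM protein and 100% = DMSO wells with 750 nM protein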
# Target sequence (P20393 whole entry, looked up): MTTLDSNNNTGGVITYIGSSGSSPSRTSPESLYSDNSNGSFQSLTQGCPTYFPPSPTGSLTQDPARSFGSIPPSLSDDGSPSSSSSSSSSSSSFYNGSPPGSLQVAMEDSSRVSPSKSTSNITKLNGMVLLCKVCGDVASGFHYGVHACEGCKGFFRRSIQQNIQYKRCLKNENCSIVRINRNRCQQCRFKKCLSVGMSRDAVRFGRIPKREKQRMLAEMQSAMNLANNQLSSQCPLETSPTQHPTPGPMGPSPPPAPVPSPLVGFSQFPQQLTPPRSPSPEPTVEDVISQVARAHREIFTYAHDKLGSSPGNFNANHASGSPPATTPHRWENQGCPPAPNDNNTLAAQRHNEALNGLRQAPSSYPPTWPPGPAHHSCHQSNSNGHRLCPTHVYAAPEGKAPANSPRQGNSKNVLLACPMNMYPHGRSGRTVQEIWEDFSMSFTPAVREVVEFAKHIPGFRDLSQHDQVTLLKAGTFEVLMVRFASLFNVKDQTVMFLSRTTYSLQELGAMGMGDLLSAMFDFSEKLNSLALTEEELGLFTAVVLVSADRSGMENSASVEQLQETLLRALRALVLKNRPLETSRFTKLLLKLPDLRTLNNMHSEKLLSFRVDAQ
# * = called active by the depositor; nt = not tested or not shown. This is a subset; the hit share may differ from the screen's.
# The first six records, ahead of the listing:
SMILES,TCR CD3 inh,rCAG binder,LEDGF integ inh,PG9 binder,SIAE primary,TDP2 absorb,mABHD4 FP,HTRA1 inhibitor,PRMT1 FP inh,NR1D1 modulator
CCn1cc(C(=O)OCC(=O)Nc2ccc(S(=O)(=O)N3CCCC3)cc2)c(=O)c2ccc(C)nc21,7,4,2,3.2,9,8,-11,2,-6,4
COc1cc(/C=N/NC(=O)c2ccc(N(C)S(=O)(=O)c3ccccc3)cc2)cc(OC)c1OC,2,5,0,1.5,-6,13,0,-9,-1,-1
CCN(CC(=O)Nc1ccc2c(c1)OCCO2)c1nc(-c2cccnc2)nc2ccccc12,-8,8,4,2.9,-1,3,-4,-12,1,4
CCN(CC)C(=O)c1sc(NC(=O)c2c(OC)cccc2OC)c(C#N)c1C,8,7,3,-0.7,0,-2,11,-2,0,4
O=C(/C=C/c1cccc([N+](=O)[O-])c1)OCC(=O)N1CCN(C(=O)c2ccco2)CC1,0,6,-8,1.0,-2,-2,-9,0,5,-5
Cc1onc(-c2ccccc2Cl)c1C(=O)Nc1nnc(C(C)C)s1,6,1,0,0.9,-7,-1,-7,0,2,-3

# Main list, previewed entries included:
SMILES,TCR CD3 inh,rCAG binder,LEDGF integ inh,PG9 binder,SIAE primary,TDP2 absorb,mABHD4 FP,HTRA1 inhibitor,PRMT1 FP inh,NR1D1 modulator
CCn1cc(C(=O)OCC(=O)Nc2ccc(S(=O)(=O)N3CCCC3)cc2)c(=O)c2ccc(C)nc21,7,4,2,3.2,9,8,-11,2,-6,4
COc1cc(/C=N/NC(=O)c2ccc(N(C)S(=O)(=O)c3ccccc3)cc2)cc(OC)c1OC,2,5,0,1.5,-6,13,0,-9,-1,-1
CCN(CC(=O)Nc1ccc2c(c1)OCCO2)c1nc(-c2cccnc2)nc2ccccc12,-8,8,4,2.9,-1,3,-4,-12,1,4
CCN(CC)C(=O)c1sc(NC(=O)c2c(OC)cccc2OC)c(C#N)c1C,8,7,3,-0.7,0,-2,11,-2,0,4
O=C(/C=C/c1cccc([N+](=O)[O-])c1)OCC(=O)N1CCN(C(=O)c2ccco2)CC1,0,6,-8,1.0,-2,-2,-9,0,5,-5
Cc1onc(-c2ccccc2Cl)c1C(=O)Nc1nnc(C(C)C)s1,6,1,0,0.9,-7,-1,-7,0,2,-3
N#C/C(=C\c1cccc([N+](=O)[O-])c1)c1nnc2n1CCCCC2,5,-2,2,-0.9,0,-8,1,3,3,-1
NC(=O)c1sc2nc(-c3ccco3)ccc2c1N,20*,16,41*,-1.8,0,7,25,8,51*,-6
CCCCC1(C)OC(=O)C(=Cc2c[nH]c3ccccc23)C(=O)O1 (configuration not stated),8,11,1,-1.3,-8,11,-2,5,2,0
O=C(Nc1nnc([C@@H]2C[C@H](O)[C@@H](CO)O2)s1)c1cccc(Cl)c1,2,-1,-1,0.4,1,2,0,nt,4,-4
CCOc1ccc(-c2c(C(=O)N/N=C/c3ccc(Cl)cc3)nnn2-c2nonc2N)cc1,3,10,0,-0.8,-24,9,-9,-26,-2,4
CCn1ncc(CN2CCN(Cc3cccc(OC)c3)C(CCO)C2)c1C (configuration not stated),-7,-3,2,0.0,3,11,0,-1,1,1
C=CCOC(=O)C1=C[C@@H](c2cn(C(C)=O)c3ccccc23)C[C@@H](OCc2ccc(CO)cc2)O1,-4,11,-3,2.8,-9,-7,-14,-43,2,1
CSc1ncccc1C(=O)Nc1cccc(S(=O)(=O)N2CCCCC2)c1,4,7,-2,0.4,-12,-1,-9,-7,2,-1
CCOC(=O)[C@]12CCCC=C1N(Cc1ccccc1)C(=O)[C@H](CC(=O)NCCCCc1ccccc1)C2,3,2,1,-1.3,-5,-8,-10,nt,-11,1
Nc1ncc(-c2ccccc2)c(-c2ccc(OCc3ccccc3)cc2O)n1,0,3,2,-0.7,-10,16,-7,-7,-2,7
O=C(CSc1nc(=O)n2ccccc2n1)NCc1ccccc1,6,-1,0,-1.9,0,16,-2,3,-2,6
Cc1ccc(-n2nc3c(c2NC(=O)c2ccc4c(c2)OCO4)CS(=O)C3)c(C)c1 (configuration not stated),-1,-4,5,-1.6,-3,-2,-2,1,-2,-1
CCOCCSc1nnc2nc(C)cc(C)n12,4,3,-4,-1.4,1,11,0,5,-1,-2
COc1ccc(S(=O)(=O)NCCSC(C)(C)C)cc1,5,-2,1,-0.3,-8,-17,-9,-3,-2,-5
O=C(CCS(=O)(=O)c1ccccc1)Nc1nc2c(s1)CCCC2,1,2,-3,-2.5,2,10,3,-3,2,-4
O=C(CSC1=NS(=O)(=O)c2cc(Cl)ccc2N1)Nc1ccccc1C(F)(F)F,8,52*,3,-1.4,1,-3,-2,3,0,5
COc1ccccc1CNC(=O)Nc1nnc([C@H]2C[C@H](O)[C@@H](CO)O2)s1,-11,0,1,0.2,5,6,-6,nt,0,3
COc1ccccc1N(C)S(=O)(=O)c1ccc(C(=O)OC(C)C(=O)NCc2ccc3c(c2)OCO3)cc1 (configuration not stated),0,0,-7,0.2,-7,0,-6,-16,4,1
CCOC(=O)C1CCCN(C(=O)Cc2ccc(Cl)cc2)C1 (configuration not stated),-6,-8,0,-1.7,-2,13,-1,0,4,2
# Next records follow.
SMILES,TCR CD3 inh,rCAG binder,LEDGF integ inh,PG9 binder,SIAE primary,TDP2 absorb,mABHD4 FP,HTRA1 inhibitor,PRMT1 FP inh,NR1D1 modulator
COc1cccc(NC(=O)c2ccccc2NS(C)(=O)=O)c1,4,7,-2,0.3,-5,13,-2,6,-3,-2
CCOc1cccc2sc(N(CCCN(C)C)C(=O)c3ccc(S(=O)(=O)N4CCCCCC4)cc3)nc12,4,-9,2,-3.3,5,-6,10,-6,-1,2
CCN(CC)S(=O)(=O)c1ccc2[nH]c(=O)cc(C(=O)Nc3cccc(C(C)=O)c3)c2c1,6,8,3,-1.6,-8,1,-1,-9,-6,7
CC1CCN(C2=NC(=O)/C(=C/c3cn(-c4ccccc4)nc3-c3cccc(S(=O)(=O)N(C)C)c3)S2)CC1,6,7,-3,1.2,-7,-5,-12,-24,2,-1
OC[C@@H]1[C@@H](c2ccccc2)C(c2cccc(Cl)c2)=NN1c1ccccc1,-5,9,2,5.1,4,-7,4,-1,-2,-9
CCOc1nc2cccc(C(=O)O)c2n1Cc1ccc(-c2ccccc2-c2nn[nH]n2)cc1,nt,3,-2,nt,0,6,4,nt,5,2
Cc1ccc(C)c(NS(=O)(=O)c2ccc(OCC(=O)N3CCCC3)cc2)c1,-1,-3,-1,0.2,-2,16,1,1,-6,-2
Cn1c(=O)c2c(nc3n2CC(COc2ccccc2)O3)n(C)c1=O (configuration not stated),3,-4,2,-1.2,2,-10,0,-3,-1,-1
Cc1[nH]c2ccccc2c1C(=O)CSc1n[nH]c(N)n1,-10,2,-4,0.5,-4,12,8,5,7,-2
CCOc1ccc(/C=N/NC(=O)c2nnn(-c3nonc3N)c2CN(C)C2CCCCC2)cc1,0,0,-3,-1.6,2,2,-2,4,2,-2
CC(=O)Nc1ccc(/C=N/NC(=S)NC(C)C)cc1,-4,-4,-2,-0.7,2,-6,-8,3,9,-2
COc1ccc([C@H]2CC(=O)C=C(c3ccc4c5c(cccc35)CC4)C2)cc1,1,5,0,-0.1,2,1,-6,-60,-1,3
COCCOc1cc(NC(=O)c2cccc(OC)c2)c(Cl)cc1Cl,2,3,-3,-1.6,-1,-12,-8,-22,-4,5
Cc1ccc2c(c1)CCCN2C(=O)c1cccs1,0,-1,-3,-2.0,5,-7,2,-5,-4,-3
COCCC(=O)NNS(=O)(=O)c1ccc(Cl)cc1,1,0,-1,-0.5,5,-2,0,2,-2,-1
CC1(C)CC2CC(C)(CN2C(=O)COC(=O)c2cccc([N+](=O)[O-])c2)C1 (configuration not stated),8,1,-3,-3.0,-4,2,6,1,1,6
O=C(NNc1ccccn1)C(c1ccccc1)c1ccccc1,-5,0,-2,1.8,-4,9,-3,2,0,7
Cc1cccn2c(CN(C)CC3CCCCO3)c(C(=O)N3CCCCC3)nc12 (configuration not stated),2,-11,1,1.5,3,-9,-1,2,1,1
O=C(O)c1cnc(-c2ccccc2)nc1Sc1cccc(Cl)c1,2,15,1,-1.1,-5,-1,-6,-12,0,4
CSc1cc(-c2ccccc2)[nH]c(=O)c1C#N,9,2,2,0.6,5,1,4,3,1,0
COc1ccc(C(NC(=O)c2cc(OC)ccc2OC)c2ccccc2)cc1 (configuration not stated),1,-4,3,-0.9,-5,6,-12,-32,0,3
COCCn1c(-c2ccc(SC)cc2)nc2c1c(=O)[nH]c(=O)n2CC(C)C,-8,-5,1,-1.0,-6,-4,-12,-4,6,-5
CN1CCN(C(=O)c2cccc(-c3cnc4cnc(-c5ccccc5Oc5ccccc5)cn34)c2)CC1,-1,6,0,2.1,-4,2,-5,nt,-2,-7
CC(=C/c1ccco1)/C=N/NC(=O)c1nnn(-c2nonc2N)c1CN(C)C,-4,5,-8,-4.2,0,1,2,0,8,-6
Cn1nc(C(C)(C)C)c([N+](=O)[O-])c1C(=O)NCCO,3,-1,-4,-2.0,0,5,-6,1,0,1
Nc1nnc(SCc2cc3c(cc2Cl)OCO3)s1,0,-1,2,1.4,5,4,-4,-5,0,-9
CCOC(=O)Cc1nnc(NC(=O)c2ccccc2OCC)s1,4,-2,-4,0.6,-2,0,-4,-7,5,-3
O=C(CSCc1cccc(Br)c1)NC1CC1,4,-2,2,-0.6,1,-6,4,2,-3,-3
COc1cccc(Cn2c(NCc3ccccn3)nc3c2c(=O)n(C)c(=O)n3C)c1,1,-5,-1,1.2,12,1,-1,nt,0,-2
O=C(Nc1cccc([N+](=O)[O-])c1)NN1CCCCCC1,8,2,0,-0.3,-8,-8,-38,-14,-1,-7

# Quoted from the listing:
# CCOc1ccc(-c2c(C(=O)N/N=C/c3ccc(Cl)cc3)nnn2-c2nonc2N)cc1 in rCAG binder reads 10
# CCOc1ccc(/C=N/NC(=O)c2nnn(-c3nonc3N)c2CN(C)C2CCCCC2)cc1 in LEDGF integ inh reads -3
# Cc1[nH]c2ccccc2c1C(=O)CSc1n[nH]c(N)n1 in HTRA1 inhibitor reads 5
# COCCOc1cc(NC(=O)c2cccc(OC)c2)c(Cl)cc1Cl in NR1D1 modulator reads 5
# CCOCCSc1nnc2nc(C)cc(C)n12 in TDP2 absorb reads 11
# COCCC(=O)NNS(=O)(=O)c1ccc(Cl)cc1 in rCAG binder reads 0
